# SRC1 inh = inhibitors of human steroid receptor coactivator 1 (SRC1); Q15788; HEK293 GAL4-SRC1 luciferase reporter, luminescence; inhibition, % at 3.6 µM; 360,000 compounds, 0.12% hits;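 active = inhibition above the campaign mean plus 3 SD, with each screening campaign given its own cutoff, cut at about 60% in these data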;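 also: 0% = DMSO treated cells and 100% = gossypol at 36 µM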
# EBV LMP1 NFkB = inhibitors of Epstein-Barr LMP1-induced NF-kappaB reporter | LMP1-induced NF-kappaB luciferase reporter cells, luminescence | inhibition, % at 12.5 µM | 350,000 compounds, 0.69% hits | AID 504558; in the data active = inhibition above about 41%;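 also: 0% = neutral control wells and 100% = reference inhibitor control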
# TLR9-MyD88 block = inhibitors of human TLR9-MyD88 binding; 340,000 compounds, 0.21% hits; AID 504734; CHO BLA complementation TLR9-MyD88, CCF4 FRET ratio; inhibition, % at 4.98 µM; Q9NR96+Q99836;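 active = inhibition above the mean over all tested compounds plus 3 SD, cut at about 21% in these data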;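 also: 0% = DMSO only wells and 100% = clavulanate BLA inhibitor control wells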
# Target sequence (Q99836 whole entry, looked up): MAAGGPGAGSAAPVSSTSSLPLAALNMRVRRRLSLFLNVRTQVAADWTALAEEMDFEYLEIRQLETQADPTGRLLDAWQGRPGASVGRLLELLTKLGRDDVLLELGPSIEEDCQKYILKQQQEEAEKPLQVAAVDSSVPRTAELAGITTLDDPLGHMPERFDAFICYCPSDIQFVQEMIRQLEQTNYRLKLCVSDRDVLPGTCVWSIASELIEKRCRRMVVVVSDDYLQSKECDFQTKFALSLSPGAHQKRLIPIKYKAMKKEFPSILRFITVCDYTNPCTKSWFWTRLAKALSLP
# Target sequence (Q9NR96 whole entry, looked up): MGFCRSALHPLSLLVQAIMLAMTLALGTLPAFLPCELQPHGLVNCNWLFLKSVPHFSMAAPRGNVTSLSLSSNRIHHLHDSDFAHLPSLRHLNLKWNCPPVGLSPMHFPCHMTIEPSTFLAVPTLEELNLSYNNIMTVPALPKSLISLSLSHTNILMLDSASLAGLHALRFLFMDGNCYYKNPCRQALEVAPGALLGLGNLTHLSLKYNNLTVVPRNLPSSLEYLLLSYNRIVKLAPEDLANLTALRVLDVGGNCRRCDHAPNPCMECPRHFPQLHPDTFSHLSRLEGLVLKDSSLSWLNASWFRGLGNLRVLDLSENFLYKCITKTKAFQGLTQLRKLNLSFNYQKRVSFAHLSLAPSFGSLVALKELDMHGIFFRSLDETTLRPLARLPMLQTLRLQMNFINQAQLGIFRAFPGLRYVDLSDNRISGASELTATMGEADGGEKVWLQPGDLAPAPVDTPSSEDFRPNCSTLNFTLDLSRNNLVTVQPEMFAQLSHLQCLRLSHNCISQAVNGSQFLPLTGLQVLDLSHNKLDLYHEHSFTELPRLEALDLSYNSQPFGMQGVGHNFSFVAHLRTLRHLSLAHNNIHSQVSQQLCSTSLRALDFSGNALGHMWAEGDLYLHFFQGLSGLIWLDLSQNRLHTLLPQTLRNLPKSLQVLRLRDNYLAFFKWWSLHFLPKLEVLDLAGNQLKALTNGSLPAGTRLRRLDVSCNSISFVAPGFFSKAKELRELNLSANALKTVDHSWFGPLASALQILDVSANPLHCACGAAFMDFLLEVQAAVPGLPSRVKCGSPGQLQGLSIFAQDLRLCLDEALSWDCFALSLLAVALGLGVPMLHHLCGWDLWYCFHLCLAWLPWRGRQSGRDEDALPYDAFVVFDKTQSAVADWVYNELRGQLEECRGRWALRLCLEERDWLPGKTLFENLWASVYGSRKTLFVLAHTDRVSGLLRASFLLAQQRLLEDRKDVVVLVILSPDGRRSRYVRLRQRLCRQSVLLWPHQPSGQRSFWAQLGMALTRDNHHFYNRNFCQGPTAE
# SRC3 inh = inhibits human SRC3 coactivator | Q9Y6Q9 | HEK293 GAL4-SRC3 luciferase reporter, luminescence | 360,000 compounds, 0.17% hits | inhibition, % at 3.6 µM;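 active = inhibition above a per-campaign cutoff, the mean of all compounds plus 3 SD, cut at about 60% in these data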;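 also: 0% = DMSO-treated cells and 100% = gossypol-treated cells at 36 µM; higher means less SRC3-driven luciferase light from the GAL4 reporter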
# TROY NFkB inh = blocks TROY-dependent signaling in reporter cells | inhibition, % at 10 µM | 360,000 compounds, 0.98% hits | AID 1347056 | Q293 LMP1-TROYcd NF-kB luciferase reporter, 4 h;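 active = compounds whose plate-normalised and pattern-corrected inhibition of the luciferase reporter signal at the single screening dose is 50% or more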
# NR5A2 inv ag = inverse agonists of human LRH-1 (NR5A2). HEK293T StAR-luciferase reporter, LRH-1 transfected, 24 h. inhibition, % at 3.6 µM. 360,000 compounds, 0.13% hits. O00482. AID 602396;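 active = inhibition above the mean inhibition of all tested compounds plus 3 SD, cut at about 73% in these data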;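 also: 0% = DMSO wells and 100% = reporter-only cells lacking LRH-1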
# SRC2 inh = inhibits human steroid receptor coactivator 2. Q15596. HEK293 GAL4-SRC2 luciferase reporter, luminescence. inhibition, % at 9 µM. 370,000 compounds, 0.17% hits;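 active = inhibition above the mean inhibition of all tested compounds plus 3 SD, set per campaign, cut at about 52% in these data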;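 also: 0% = DMSO treated cells and 100% = cells given Gossypol at 36 µM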
# NR2F2 inh = blocks human COUP-TFII nuclear receptor; P24468; HEK293T NGFI-A luciferase reporter, luminescence; inhibition, % at 8.6 µM; 370,000 compounds, 0.7% hits;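 active = inhibition above a per-plate cutoff, mean inhibition of test wells between control levels plus 3 SD, cut at about 38% in these data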;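 also: cells cotransfected with COUP-TFII expression vector driving the NGFI-A reporter; 0% = median of COUP-TF2 test wells and 100% = reporter-only cells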
# NOD2-RIPK2 inh = NOD2-RIPK2 protein interaction inhibition; O43353; CHO BLA complementation NOD2-RIPK2, CCF4 ratio; inhibition, % at 4.98 µM; 360,000 compounds, 0.38% hits; in the data active = inhibition above about 21%;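 also: 0% = vehicle only and 100% = reference blocker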
# TRAIL sens C8 = caspase-8 TRAIL sensitization | NB7+C8 cells + TRAIL, ATPlite viability luminescence | inhibition (viability loss, TRAIL sensitization), % at 10 µM | 360,000 compounds, 1% hits;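 active = compounds causing at least 50% loss of cell viability in the single-dose screen, relative to plate controls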
# TWEAK Fn14 block = TWEAK-Fn14 signaling inhibition; AID 1159606; 360,000 compounds, 2% hits; inhibition, % at 10 µM; TWEAK-stimulated Fn14 reporter cells, luciferase luminescence, 8 h; in the data active = inhibition above about 50%
# The depositor's hits bear a star; x = no result given; & = joins results of further samples; ! = repeats disagree. Only part of the results is shown, so the mix of outcomes need not match the whole.
# The first seven entries, ahead of the listing:
SMILES,SRC1 inh,EBV LMP1 NFkB,TLR9-MyD88 block,SRC3 inh,TROY NFkB inh,NR5A2 inv ag,SRC2 inh,NR2F2 inh,NOD2-RIPK2 inh,TRAIL sens C8,TWEAK Fn14 block
CCCCC[C@H](C)N1C[C@H](COCc2ccccc2)Oc2cc(N3CC[C@H](O)C3)ccc2S1(=O)=O,x,x,x,x,9,10,4,16,9,2,17
COc1ccccc1/C=N/NC(=O)c1nnn(-c2nonc2N)c1CN(C)c1ccccc1,-9,8,-5,-14,6,-5,0,-1,2,9,-4
CCCCN1C(=O)C(CC(=O)NCc2ccco2)CC(C(=O)N2CCCCCC2)=C1C (stereo not drawn),x,x,x,x,3,-9,-9,14,2,7,-8
CC(C)c1cc(C(=O)NCc2ccco2)no1,-32,-8,3,-20,-7,-9,-43,-18,-3,-5,-5
O=CN1CCN(S(=O)(=O)c2ccc(S(=O)(=O)NC3CCCCC3)cc2)CC1,-20,-3,-1,11,15,0,-11,9,-3,4,6
COc1ccc(C2CC23N=C(c2ccccc2)OC3=O)cc1 (stereo not drawn),-13,4,-8,18,2,5,-22,2,-6,-5,2
CCOC(=O)/C(N)=C/c1ncc(C(F)(F)F)cc1Cl,-2,11,-13,12,-4,3,-24,11,-7,-6,-16

# The list itself, previewed entries included:
SMILES,SRC1 inh,EBV LMP1 NFkB,TLR9-MyD88 block,SRC3 inh,TROY NFkB inh,NR5A2 inv ag,SRC2 inh,NR2F2 inh,NOD2-RIPK2 inh,TRAIL sens C8,TWEAK Fn14 block
CCCCC[C@H](C)N1C[C@H](COCc2ccccc2)Oc2cc(N3CC[C@H](O)C3)ccc2S1(=O)=O,x,x,x,x,9,10,4,16,9,2,17
COc1ccccc1/C=N/NC(=O)c1nnn(-c2nonc2N)c1CN(C)c1ccccc1,-9,8,-5,-14,6,-5,0,-1,2,9,-4
CCCCN1C(=O)C(CC(=O)NCc2ccco2)CC(C(=O)N2CCCCCC2)=C1C (stereo not drawn),x,x,x,x,3,-9,-9,14,2,7,-8
CC(C)c1cc(C(=O)NCc2ccco2)no1,-32,-8,3,-20,-7,-9,-43,-18,-3,-5,-5
O=CN1CCN(S(=O)(=O)c2ccc(S(=O)(=O)NC3CCCCC3)cc2)CC1,-20,-3,-1,11,15,0,-11,9,-3,4,6
COc1ccc(C2CC23N=C(c2ccccc2)OC3=O)cc1 (stereo not drawn),-13,4,-8,18,2,5,-22,2,-6,-5,2
CCOC(=O)/C(N)=C/c1ncc(C(F)(F)F)cc1Cl,-2,11,-13,12,-4,3,-24,11,-7,-6,-16
CC(=O)Nc1ccc(Sc2ccccc2C(=O)O)cn1,6,-1,14,2,-5,-2,-4,-10,-7,7,9
O=C(NCc1cccs1)C1CCN(c2nccs2)CC1,-31,-1,0,-9,-15,9,-4,11,4,18,-11
S=c1[nH]nc(-c2ccccc2)n1/N=C/c1cccs1,-32,9,0,-6,11,0,x,x,1,-17,-21
Cc1cc(C(=O)O)cc(S(=O)(=O)Nc2ccccc2C(=O)NC(C)c2ccccc2)c1C (stereo not drawn),4,6,-2,10,-12,-7,-36,-18,-3,0,4
COc1ccc(NCC(=O)N2CCCC2)cc1Cl,-3,-25,10,-11,-9,-23,-5,18,0,5,-8
CCOC(=O)C(NC(=O)CC)(Nc1ccc(S(N)(=O)=O)cc1)C(F)(F)F (stereo not drawn),-4,-3,12,14,4,-11,2,-21,6,-1,-9
Cc1cc(C)cc(NC(=O)N2CCC(NC(=O)c3ccc(F)cc3)CC2)c1,5,1,-3,13,3,18,2,-5,-1,15,-40
COc1cc(NC(=O)CN2C(=O)c3ccccc3S2(=O)=O)c(OC)cc1Cl,12,-7,7,12,12,-1,9,-31,-3,3,-13
Cc1cs/c(=N\N=C\c2cccc([N+](=O)[O-])c2)n1Cc1ccco1,-14,2,14,-15,-28,7,-13,-12,6,11,-5
CC(C)c1ccc(C2c3[nH]c4ccccc4c3C[C@H]3C(=O)N(c4ccccc4C(=O)N4CCC[C@@H]4C(=O)O)C(=O)N23)cc1 (stereo partly drawn),-9,4,-7,1,66*,13,-18,14,-21,4,34
N#Cc1ccc(S(=O)(=O)N2CCc3[nH]c4ccc(F)cc4c3C2)cc1,22,6,3,10,-3,3,-8,2,2,-8,-2
COc1ccccc1C(=O)NCC[N+](C)(C)C,x,x,x,x,9,-3,-11,4,-3,7,-2
Cc1csc(NC(=O)CN2CCCCCC2)n1,-19,-4,0,7,0,14,-14,4,0,-3,14
COc1ccc(CN2CCC(CO)(CCOc3ccccc3)CC2)cc1C,-2,10,2,-8,-1,-2,-23,-2,1,2,3
Cc1[nH]c(=O)[nH]c(=O)c1S(=O)(=O)N1CCC(C(=O)N2CCN(Cc3ccccc3)CC2)CC1,-21,1,-1,10,-32,8,x,x,3,2,-11
CCOc1ccc(N)c(SSc2cc(OCC)ccc2N)c1,-14,17,-4,-43,8,-37,-49,-24,-9,-15,30
CCOc1c2ccc(C(=O)N[C@H](C)C3CCCCC3)cc2nn1CCOC,3,5,13,21,4,-10,14,16,-6,-10,-8
CC(C)NC(=O)c1cc(-c2ccc3c(c2)OCO3)on1,-103,0,1,-103,-19,-170,-61,-46,-9,32,35
O=C(NC(=S)NCC1CCCO1)c1cccc([N+](=O)[O-])c1 (stereo not drawn),-1,-18,8,-4,1,12,2,0,0,-11,2
O=C(CSCCc1ccccn1)Nc1ccc(Br)cn1,-24,0,6,-28,-2,-9,-10,-2,-3,18,16
COc1cc(/C=C/C(=O)OCC(=O)c2ccc(OC(F)F)cc2)ccc1O,-14,2,-2,-5,17,-10,10,-14,2,22,18
CCOc1ccc2c(c1)c(N=Nc1cccc(C(=O)O)c1)c(O)n2C,-85,-27,-1,-54,-26,-68,-14,12,0,1,-42
COc1ccccc1CN(C)C(=O)c1ccccc1Sc1ccccc1C#N,0,-6,-8,-18,8,-15,-4,7,4,-15,-12
OCC[C@@H]1C[C@@H](O)[C@H](O)[C@]2(OCCCc3ccccc32)O1,1,-2,4,6,-4,-12,-7,-4,0,-5,-5
C[C@H]1COC(=O)CC/C=C\C[C@H](CC(=O)N(CCO)Cc2ccccc2)C(=O)N1,4,-9,4,-6,0,10,1,-15,-3,-1,4
CC1=N/C(=C\c2ccc3c(c2)OCO3)C(=O)N1c1ccc(C(=O)O)cc1,12,-4,-10,6,7,-18,3,-2,-22,3,-10
CC1CCCCN1C(=O)Nc1ccccc1Cl (stereo not drawn),-6,10,-6,14,8,-14,-4,-3,-1,-6,10
O=C(O)C1(Nc2ccc(Cl)cc2)CCCC1,9,-3,4,5,0,-16,-25,-10,-1,-2,14
Cc1ccc(-c2nc3ccccc3n2C)o1,-113,-10,4,-83,16,-137,-34,-36,-8,34,8
COc1ccc(Cn2cnc3c4cc(F)ccc4n(C)c3c2=O)cc1,1,x,x,3,4,12,-4,12,-4,7,-20
c1ccc(-c2nnc(C3CC(c4ccncc4)=NO3)o2)cc1 (stereo not drawn),-30,4,-3,-19,6,-11,-7,-10,6,-16,12
C=C(C)COc1ccc(-c2ncncc2-c2ccc(Br)cc2)c(O)c1,7,-4,1,9,-14,-7,-28,10,-1,14,-13
Cn1ccc(NC(=O)Nc2cccc([N+](=O)[O-])c2)n1,-19,-12,x,-9,-7,-25,-23,-25,-15,-17,-4

# Looked up by structure from the entries so far:
SMILES,SRC1 inh,EBV LMP1 NFkB,TLR9-MyD88 block,SRC3 inh,TROY NFkB inh,NR5A2 inv ag,SRC2 inh,NR2F2 inh,NOD2-RIPK2 inh,TRAIL sens C8,TWEAK Fn14 block
CC1CCCCN1C(=O)Nc1ccccc1Cl (stereo not drawn),-6,10,-6,14,8,-14,-4,-3,-1,-6,10
C=C(C)COc1ccc(-c2ncncc2-c2ccc(Br)cc2)c(O)c1,7,-4,1,9,-14,-7,-28,10,-1,14,-13
C[C@H]1COC(=O)CC/C=C\C[C@H](CC(=O)N(CCO)Cc2ccccc2)C(=O)N1,4,-9,4,-6,0,10,1,-15,-3,-1,4
COc1ccc(Cn2cnc3c4cc(F)ccc4n(C)c3c2=O)cc1,1,x,x,3,4,12,-4,12,-4,7,-20

# Continuation.
SMILES,SRC1 inh,EBV LMP1 NFkB,TLR9-MyD88 block,SRC3 inh,TROY NFkB inh,NR5A2 inv ag,SRC2 inh,NR2F2 inh,NOD2-RIPK2 inh,TRAIL sens C8,TWEAK Fn14 block
NC1=NOC(=O)C1C1CCCCC1 (stereo not drawn),-4,-4,5,4,-6,-20,-7,6,13,-15,-8
COCCNC(=O)c1c[nH]c2ccc(S(=O)(=O)N(C)c3ccc(C)c(C)c3)cc2c1=O,2,2,5,14,6,4,-14,6,9,5,13
O=C1/C(=C2/NCCN2C2CC(=O)N(c3ccccc3)C2=O)CC/C1=C\c1ccccc1 (stereo not drawn),8,0,3,12,-5,14,-1,23,-1,-7,12
CC#CCN1c2ccccc2[C@]23C[C@@H](C(=O)OC)N(C(=O)C4CCC4)C2=NC(C(=O)OC)=C(C(=O)OC)[C@H]13,-2,2,-8,-16,-7,7,-25,14,4,-3,-5
Cc1ccccc1C(=O)NNC(=O)C12CC3CC(CC(C3)C1)C2,14,13,2,8,12,1,2,13,-1,3,6
O=C(NC1CCCCC1)c1n[nH]c2c1CCCCC2,25,54*,-6,31,83*,23,57*,50*,4,78*,99*
CCCCNc1c(-c2ccc(-c3cccc(Cl)c3)cc2)nc2ccccn12,-58,-16,12,-98,-45&-36,-113&-64,-28&-84,-69&-39,22*!,44&15,-15&-20
COc1ccccc1NC(=S)NC(=O)CCCOc1ccc(Cl)cc1Cl,-14,0,2,9,-6,-6,6,5,-4,-6,-15
Cn1nc(C(=O)NC2CCCCC2)c2c1-c1ccccc1SC2,-24,-23,0,-62,-20,-18,-33,-52,0,23,-9
COc1ccccc1C/C(N)=N/OC(=O)COc1cc(C)cc(C)c1C,-10,-3,-1,7,-3,7,10,-1,-14,-2,-1
COC(=O)CNc1nc(-c2ccncc2)nc2ccccc12,0,2,-2,-23,2,14,2,0,-14,-6,2
O=C(Oc1ccccc1O)c1cccc2ccccc12,-34,x,x,12,-6,-2,-39,-9,-10,9,7
O=C(CN(CC1CCCO1)C(=O)CNS(=O)(=O)c1ccccc1)NCCc1ccccc1 (stereo not drawn),-18,-19,-2,16,-6,-1,26,-14,-15,-2,-3
CCOC(=O)CC1(NC(=O)C2CCC(=O)N(Cc3ccccc3OC)C2)CCCCC1 (stereo not drawn),-27,-2,-17,-2,-5,5,-26,6,-9,-13,-6
